# HEK293 tox = cytotoxic compounds in HEK 293 cells. Potency, µM (series often up to 115 µM), without a hit: at the top dose activity change, negative = cytotoxicity, hits mostly inhibitors. HEK 293 viability, ATP luminescence (CellTiter-Glo), 48-72 h. actives 6.6% (n = 94,000); also: potency is read from the fitted curve at half-maximal effect; nearly all actives have a fitted effect of over 60% in size
#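 CellTiter-Glo luminescence (cellular ATP) was read after 48 or 72 hr of compound exposure at 37 degree Celsius. Cells were HEK 293 plated at 250 cells/well.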
# FLuc inh = inhibitors of firefly (Photinus pyralis) luciferase; P08659; purified P. pyralis luciferase, luminescence, biochemical; Potency, µM (highest dose often 115 µM), without a hit: at the highest dose activity change, negative = inhibition, actives largely listed as inhibitors; actives 2.5% (n = 76,000); AID 1347043; also: potency is read from the fitted curve at half-maximal effect; nearly all actives have a fitted effect of over 65% in size
#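 Luminescence read by CCD imager after adding enzyme (10nM final) to wells holding compound, titrated in qHTS. Substrates 10uM each D-luciferin and ATP; buffer 50mM Tris acetate pH 7.5, 10mM Mg acetate, Tween-20, BSA.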
# SNCA viab count = reduces viability of HEK-293 SNCA reporter cells; HEK-293-SNCA-luc viability, GF-AFC fluorescence, 24 h; Potency, µM (titrated, usually from 57.1 µM), inactives show top-dose activity change, negative = cytotoxicity, actives largely listed as cytotoxic; AID 1671193; actives 0.12% (n = 150,000);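 also: potency is read from the fitted curve at half-maximal effect; 0% = DMSO-treated cells and -100% = medium-only wells without cells; nearly all actives have a fitted effect of over 30% in size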
#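 Cytotoxicity counterscreen: after 24 h compound treatment of genome-edited SNCA-luciferase HEK-293 cells, live-cell protease substrate GF-AFC read by fluorescence after 30 min; activity scaled between DMSO (0%) and medium-only (-100%), curves Hill-fitted.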
# NIH3T3 tox = NIH 3T3 cell cytotoxicity. NIH 3T3 viability, CellTiter-Glo ATP luminescence, 48-72 h. Potency, µM (top dose mostly 96.7 µM), for inactives: at the highest dose activity change, negative = cytotoxicity, hits mostly inhibitors. actives 4.3% (n = 94,000); also: potency is read from the fitted curve at half-maximal effect; nearly all actives have a fitted effect of over 55% in size
#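 ATP-dependent luminescence (CellTiter-Glo) served as the viability signal for NIH 3T3 cells treated with compound for 48 or 72 hr at 37 °C.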
# GPT2 inh = GPT2 alanine aminotransferase inhibition. AID 1671188. Recombinant GPT2, coupled pyruvate oxidase/HRP Amplex Red fluorescence. Potency, µM (titrated, usually from 57.7 µM), without a hit: at the highest dose activity change, negative = inhibition, actives largely listed as inhibitors. Q8TD30. actives 0.25% (n = 100,000); also: potency is read from the fitted curve at half-maximal effect; nearly all actives have a fitted effect of over 60% in size; many of its hits are not listed in these tables
# Target sequence (Q8TD30 whole entry, looked up): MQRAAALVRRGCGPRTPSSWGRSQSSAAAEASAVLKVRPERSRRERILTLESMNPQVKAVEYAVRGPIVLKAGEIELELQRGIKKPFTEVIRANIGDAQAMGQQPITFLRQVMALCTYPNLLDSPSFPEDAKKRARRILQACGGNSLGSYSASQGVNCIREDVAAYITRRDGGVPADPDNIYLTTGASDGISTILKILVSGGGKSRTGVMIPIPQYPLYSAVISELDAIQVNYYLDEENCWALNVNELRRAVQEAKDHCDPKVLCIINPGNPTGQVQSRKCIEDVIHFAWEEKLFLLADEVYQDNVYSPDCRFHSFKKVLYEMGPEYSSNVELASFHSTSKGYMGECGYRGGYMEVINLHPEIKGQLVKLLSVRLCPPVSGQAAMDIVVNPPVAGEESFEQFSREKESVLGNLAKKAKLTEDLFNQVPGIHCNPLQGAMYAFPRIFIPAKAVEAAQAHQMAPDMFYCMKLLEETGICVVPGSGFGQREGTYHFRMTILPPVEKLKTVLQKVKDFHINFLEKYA
#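 Fluorescence read-out: pyruvate from GPT2 turnover coupled to pyruvate oxidase, HRP and Amplex Red (0.2mM ThPP, 0.2U/mL PO and HRP, 50uM Amplex final). Substrates 250uM a-KG, 2mM L-alanine; enzyme 10ng/uL; 30 min RT.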
# IP6K1 inhibitor = IP6K1 kinase inhibition | Q92551 | actives 0.81% (n = 140,000) | activity change, % (series mostly up to about 58 µM) | IP6K1 kinase, ADP-Glo luminescence, 2 h; hits give low values; in the data active = activity change below about -25%
# Target sequence (Q92551 whole entry, looked up): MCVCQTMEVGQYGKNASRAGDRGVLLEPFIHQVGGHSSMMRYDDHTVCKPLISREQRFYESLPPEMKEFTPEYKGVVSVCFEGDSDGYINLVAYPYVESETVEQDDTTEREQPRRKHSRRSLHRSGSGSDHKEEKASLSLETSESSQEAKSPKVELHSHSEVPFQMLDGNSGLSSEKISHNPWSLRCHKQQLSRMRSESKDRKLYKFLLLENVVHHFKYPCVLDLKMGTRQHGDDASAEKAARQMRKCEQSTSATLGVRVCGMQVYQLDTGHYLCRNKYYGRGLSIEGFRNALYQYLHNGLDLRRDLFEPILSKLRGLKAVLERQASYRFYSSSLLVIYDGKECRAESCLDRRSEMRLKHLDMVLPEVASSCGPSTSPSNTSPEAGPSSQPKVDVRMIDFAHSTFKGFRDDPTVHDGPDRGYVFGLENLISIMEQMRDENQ
#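 ADP-Glo luminescence measures ADP made by human IP6K1 during a 2 h RT reaction with ATP/IP6 (mix at 1.3 mM/130 uM); top library doses 57.5 and 19.1 uM final.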
# SNCA expr inh = inhibitors of alpha-synuclein (SNCA) gene expression | Potency, µM (highest dose often 57.2 µM), without a hit: at the highest dose activity change, negative = inhibition, actives largely listed as inhibitors | HEK-293 SNCA-luciferase knock-in, luminescence, 24 h | actives 0.17% (n = 140,000) | AID 1671194;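 also: potency is read from the fitted curve at half-maximal effect; plate controls were DMSO cells for no effect and cell-free wells for full effect; nearly all actives have a fitted effect of over 45% in size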
# Numbers without * were called inactive; i = inactive; ? = inconclusive; . = no result given; & = joins results of further samples; ! = not active in a repeat; [ ] = remark or other dose. Unless noted, calls follow the shape of the dose curve; as a rule, active = well fitted curve in the direction sought with a large enough effect; inconclusive = small, poorly fitted or top-dose-only effect, or another doubt; inactive = no such curve, though single readings can be large; an effect the other way counts as inactive or inconclusive. Unless noted, % is scaled to controls: 0 for no effect and ±100 for the full control effect. These rows are one share of the data; the hit share may differ from the screen's.
SMILES | HEK293 tox | FLuc inh | SNCA viab count | NIH3T3 tox | GPT2 inh | IP6K1 inhibitor | SNCA expr inh
CCOC(=O)c1cccc(NC(=O)O[C@@H]2CO[C@H]3[C@@H]2OC[C@@H]3n2nnnc2SC2CCCC2)c1 | -7% | 8% | 1% | -17% | 2% | -1 | -6%
CC1CCCN(c2csc3ccc(F)cc3c2=O)C1 (stereo not given) | . | . | 5% | . | . | -3 | 72%[activator]
CC(C)c1ccc(CO)cc1O[C@@H]1O[C@H](CO)[C@@H](O)[C@H](O)[C@H]1O | . | . | -10% | . | i | 8 | .
COc1ccccc1Nc1ccnc(N2CCC(C(=O)N3CCOCC3)CC2)n1 | 2% | . | 12% | ? | 2% | 17 | -24%
Cn1c(=O)c(=O)n(C)c2cc(N3CCOCC3)c(NS(=O)(=O)c3ccc(Cl)cc3)cc21 | . | . | 1% | . | . | -32* | -21%
CCOC(=O)[C@@H]1CN(C(=O)Cc2ccc(F)cc2)[C@H]2c3ccccc3O[C@@H]12 | ? | . | . | ? | . | 17 | .
COCCn1c(C)cnc1CC1CCN(C(=O)c2ccc(OC)nc2)CC1 | -11% | -8% | -1% | -24% | i | -9 | 23%
COc1ccccc1N1CCN(C(=O)c2cnc(N3CCCCC3)c3ccccc23)CC1 | . | . | -11% | . | . | 2 | -10%
COc1ccc(-c2ccc(C(=O)NCc3ccc(F)cc3)cc2)nn1 | -8%[172 µM] | . | . | -1%[138 µM] | . | 6 | .
Cc1ccc(CNC(=O)C(=O)NCC(c2cccnc2)N2CCN(c3ccccc3F)CC2)cc1 (stereo not given) | . | . | -7% | . | . | 14 | ?
Cc1ccc(-n2nc(C(=O)N3CCN(c4ccccc4)CC3)c(=O)n(C)c2=O)cc1 | . | . | 9% | . | . | 0 | -20%
CCOCCCNC(=O)N1Cc2ccccc2OC2(CCN(C)CC2)C1 | i | -6% | 12% | i | i | -1 | 7%
CS(=O)(=O)N1CCCC(C(=O)NCC2CCN(Cc3ccc(F)cc3)CC2)CCNC(=O)CC1 (stereo not given) | 1% | 0% | 4% | i | i | -1 | -10%
Cc1ccc(C(=O)N2CCCC3(C2)C(=NC2CCCCC2)NC(=O)N3c2cccnc2)cc1 (stereo not given) | i | . | -7% | i | 2% | -5 | -22%
CCC1(C2CCN(C(=O)CCCc3ccccc3)CC2)NC(=O)N(CCc2scnc2C)C1=O (stereo not given) | 3% | 2% | -6% | -6% | i | -6 | 17%
CN(CC1CCOCC1)C(=O)Nc1ccc(C(F)(F)F)cc1 | -17% | -6% | 1% | -25% | i | 21 | 28%
NC(=O)COc1cccc(C(=O)N2C[C@H](CO)C[C@H](CN3CCCC3)C2)c1 | 2% | 12% | 1% | 0% | i[11.5 µM] | -1 | 17%
CCc1ncc(CN2CCCC23CCN(c2ccc(C(F)(F)F)cn2)CC3)cn1 | ? | 1% | -18% | -24% | -11% | -16 | 9%
CCC(C)NC(=O)c1cn(CC)c2ccc(S(=O)(=O)N3CCCCC3)cc2c1=O (stereo not given) | . | . | -3% | . | . | 12 | -16%
CC(C)S(=O)(=O)N1CCN(c2ccc3nnc(C4CC4)n3n2)CC1 | -11% | . | . | -29% | . | 12 | .

# Exported with values under each structure: entries from further up.
# Results follow in this order: HEK293 tox, FLuc inh, SNCA viab count, NIH3T3 tox, GPT2 inh, IP6K1 inhibitor, SNCA expr inh
> COc1ccccc1Nc1ccnc(N2CCC(C(=O)N3CCOCC3)CC2)n1
  2%, ., 12%, ?, 2%, 17, -24%
> Cn1c(=O)c(=O)n(C)c2cc(N3CCOCC3)c(NS(=O)(=O)c3ccc(Cl)cc3)cc21
  ., ., 1%, ., ., -32*, -21%
> CCOC(=O)[C@@H]1CN(C(=O)Cc2ccc(F)cc2)[C@H]2c3ccccc3O[C@@H]12
  ?, ., ., ?, ., 17, .

# Other records
SMILES | HEK293 tox | FLuc inh | SNCA viab count | NIH3T3 tox | GPT2 inh | IP6K1 inhibitor | SNCA expr inh
COc1ccc(CC(=O)Nc2nc3c(s2)CCCC3)cc1 | . | . | ? | . | . | -6 | 145%[activator]
O=C(C1CCCC1)N1CCN(Cc2ccccc2-c2cccnc2)CC1 | 50µM* | . | -17%[12.5 µM] | ? | -4% | 5 | -12%
Cc1ccc(C)c(Cn2c(=O)n(CCCCC(=O)NCc3ccc4c(c3)OCO4)c(=O)c3ccccc32)c1 | . | . | -8% | . | . | -1 | -3%
CCC(C)C1NC(=O)C(Cc2ccccc2)NC(=O)C(CCCCCC(=O)C(O)CO)NC(=O)C2CCCCN2C1=O (stereo not given) | . | . | -5%[23.9 µM] | . | ? | -5 | .
COc1ccc(C(=O)N2CCC(Cc3nc(-c4ccccc4)no3)CC2)cc1F | ? | -16% | ? | ? | i | -1 | -4%
O=C(Nc1ccc(F)c(Cl)c1)N1CCC(CN2CCc3ccccc3C2)CC1 | . | . | 2% | . | . | 14 | 32%[activator]
COCCCNC(=O)CCC(=O)N1Cc2cccc(OC)c2Oc2ncccc21 | . | . | -7% | . | . | -9 | 4%
Cc1ccc(-c2nccn3cc(C(=O)N4CCN(c5ccccn5)CC4)nc23)cc1 | ? | -14% | -5% | ? | ? | 9 | -16%
COC[C@@H]1[C@H](NC(=O)CCc2nc3ccc(F)cc3[nH]2)[C@@H]2CCO[C@H]12 | i | 8% | 6% | 2% | -26%[11.5 µM] | 24 | 12%
CCN1C(=O)c2ccccc2C1Nc1ccc(OCCN2CCCCC2)cc1 (stereo not given) | . | . | -2% | . | -6% | 21 | 150%[activator][25.6 µM]
O=C(c1ccc2c(c1)N(Cc1ccccc1F)C(=O)c1ccccc1S2=O)N1CCCCC1 (stereo not given) | . | . | -13% | . | . | 1 | ?
Cc1nnc(N2CCCC(C(=O)NCc3ccccc3F)C2)c2nn(-c3ccc(Cl)cc3)c(C)c12 (stereo not given) | . | . | -6% | . | . | 10 | 8%
Cc1ccc(NC(=O)Cn2c(N3CCCCC3)nc(C)c(C)c2=O)c(Cl)c1 | 2% | 2% | -2% | 0% | i | 18 | 8%
O=C(Cc1csc2nc(-c3ccccc3)cn12)NCc1ccc(F)cc1 | . | . | -2% | . | . | 0 | 29%
O=C(NCCc1noc(-c2ccncc2)n1)C1CCOC1 (stereo not given) | -9% | 0% | 5% | -5% | i | 11 | 2%
COc1ccc(Cl)cc1-c1ccc2c(c1)C(=O)N1CCN(C(=O)C3CC3)C[C@@H]1C(=O)N2 | ? | 4%[172 µM] | -5%[87.6 µM] | ? | -7%[88.5 µM] | -11 | 10%[87.6 µM]
COCCN1CC(CO)C2(CCN(Cc3cnn(C(C)C)c3)CC2)C1 (stereo not given) | ? | 6% | -19% | -17% | i | 1 | 3%
O=C(Nc1ccc2c(c1)CN(Cc1ccccc1F)C(=O)CO2)c1ccccc1F | ? | ? | 7% | ? | -4% | 1 | 9%
CCCCOc1ccccc1C(=O)N(Cc1cccc(F)c1)C1CCS(=O)(=O)C1 (stereo not given) | . | . | -2% | . | . | 2 | -22%
Cn1nc(C2CCNC2)c2c(C(=O)NCc3ccc(F)cc3)cc(C3CC3)nc21 (stereo not given) | ? | . | 3% | ? | i | -1 | -3%

# (more compounds)
SMILES | HEK293 tox | FLuc inh | SNCA viab count | NIH3T3 tox | GPT2 inh | IP6K1 inhibitor | SNCA expr inh
NC(=O)[C@@H]1CN(C(=O)c2cnccn2)C[C@H]1COc1ccccc1 | -1% | 7% | -5% | -7% | -10% | 8 | -5%
CC(C)NC(=O)N1CCCC1c1nnc2n1CCNC2 (stereo not given) | -7% | . | -5% | -5% | -20% | 5 | -6%
Cc1ncc2n1C(=O)N(C1CCN(Cc3ccccc3)CC1)C2 | 100µM*! | 15%&-9%[172 µM] | ? | ? | i | -2&-6 | -7%&-23%[87.6 µM]
c1cc(-c2cc(C3CCNCC3)[nH]n2)ccn1 | . | . | 11%[23.9 µM] | . | i | -20 | .
CC(C)=CC(=O)N1C[C@@H](NC(=O)NC2CCCCC2)C[C@H]1C(=O)N[C@H](Cc1c[nH]c2ccccc12)C(N)=O | -1% | 6% | 0% | i | i | 2 | -14%
COc1cc(OC)c(NC(=O)CSc2nccn2C)cc1Cl | . | . | -18% | . | . | -4 | -1%
O=C(Cc1ccc(F)cc1)NCc1nnc2ccc(-c3ccc(Cl)cc3)nn12 | i | 10% | -7% | -1% | -1% | 14 | -9%
COc1ccccc1-c1nc(SCC(=O)NCc2ccc(C)cc2)c2c(=O)n(C)c(=O)n(C)c2n1 | . | . | -2% | . | . | 2 | -14%
COc1cccc(CNC(=O)c2cc3n(n2)CC(c2ccc(Cl)cc2)OC3)c1 (stereo not given) | ? | -3% | 13% | ? | 1% | -1 | 18%
CC(=O)Nc1ccc(CN2CCc3nc(C4CC4)nc(-c4ccc(O)cc4)c3CC2)cc1 | ? | -6% | 5% | ? | i | 12 | 1%
Cc1noc(C)c1-c1cc(-c2cccc(O)c2)cn2cncc12 | ? | 3%[172 µM] | -5%[87.6 µM] | 25µM* | 0%[88.5 µM] | -24 | 16%[87.6 µM]
COc1cccc(-c2cc(C(=O)N[C@@H](C)C(N)=O)[nH]n2)c1 | -18% | ? | 3% | -10% | 3% | 18 | 26%
CCNC(=O)[C@@H]1C[C@H](NC(=O)CO)CN1CC(=O)NCc1cccs1 | ? | 4% | -5% | -1% | -9% | 0 | 5%
CC(=O)c1ccc(NC(=O)Cn2cnc3nc4c(cc3c2=O)CC(C)CC4)cc1 (stereo not given) | . | . | -3% | . | . | 13 | 39%[activator]
CCCCn1c2ccc(F)cc2c2nnc(SCCN(CC)CC)nc21 | . | . | -2% | . | . | 11 | 35%[activator]
Fc1ccc(CN2CCc3nc(Nc4ccccc4)ncc3C2)cc1F | . | . | -13% | . | . | 19 | 16%
O=C(Cn1cncn1)N1CCC(C2CCN(Cc3cccc(F)c3F)CC2)C1 (stereo not given) | 0% | 1% | -7% | -4% | 3% | 21 | 10%
CC(C)N1C(=O)C2(CCCC2)C1C(=O)NCCCN1CCCC1=O (stereo not given) | 1% | 2% | 8% | 2% | -12% | -4 | 17%

# Results in IP6K1 inhibitor, for some of the entries so far:
structure | IP6K1 inhibitor
COc1cccc(CNC(=O)c2cc3n(n2)CC(c2ccc(Cl)cc2)OC3)c1 (stereo not given) | -1
CC(=O)Nc1ccc(CN2CCc3nc(C4CC4)nc(-c4ccc(O)cc4)c3CC2)cc1 | 12
Cc1noc(C)c1-c1cc(-c2cccc(O)c2)cn2cncc12 | -24
COc1cccc(-c2cc(C(=O)N[C@@H](C)C(N)=O)[nH]n2)c1 | 18
CCNC(=O)[C@@H]1C[C@H](NC(=O)CO)CN1CC(=O)NCc1cccs1 | 0

# Screening results from PubChem BioAssay.
